mHTT-CaM PPI inh: mHTT-calmodulin interaction abrogation | P42858 | AlphaScreen His-mHTT/GST-CaM binding, luminescence | inhibition, % at 15 µM | 190,000 compounds, 3.6% hits;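 also: 0% = both proteins with DMSO and 100% = one protein alone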
Pf apPOL inh: Pf-apPOL DNA polymerase inhibition; Recombinant Pf-apPOL, molecular beacon fluorescence, 1.5 h; inhibition, % at 10 µM; AID 1794808; 210,000 compounds, 0.25% hits
An asterisk follows results filed as active; i = inactive; x = not tested or not shown; & = joins results of further samples. Rule as the data show it: active = inhibition above about 50%; inactive = the rest.

SMILES	mHTT-CaM PPI inh	Pf apPOL inh
Nc1ccc(NC(=O)c2cccc(C(=O)Nc3ccc(N)cc3Cl)c2)c(Cl)c1	-1.2	-6.2
N#Cc1cc(N)ccc1-n1cccc1	x	-3.1
CC1(C)CC(=O)C2=C(C1)OC(N)=C(C#N)C2c1ccc(Cl)c(Cl)c1 (centres undefined)	-2.9	0.2
CCOC(=O)c1cc(C(C)(C)C)n(-c2ccc(N3CCOCC3)cc2)c1C	x	-6.4
CC(=O)Oc1ccc2c(c1)OC(=Cc1ccc(Cl)c(Cl)c1)C2=O	18.5	-2.2
O=C1C2C3CC(C(Br)C3Br)C2C(=O)N1c1ccccc1O (centres undefined)	-1.0	2.2
CCOc1ccc(CNc2cccc(C)c2)cc1	-4.2	9.5
CCCCN(C)S(=O)(=O)c1ccc(C(=O)Nc2nnc(CC)o2)cc1	25.0	-5.6
CS(=O)(=O)N(CC(=O)N1CCCCCC1)c1cccc([N+](=O)[O-])c1	-1.1	-1.6
COc1ccc(CCC(=O)N2CCCC2c2cccc(F)c2)cc1 (centres undefined)	5.5	0.1
O=C1c2sc3nnc(-c4cccs4)c(=O)n3c2C(=O)N1Cc1ccccc1	2.0	-4.6
CS(=O)(=O)N1CCc2ccc(NC(=O)Nc3ccc(Cl)cc3)cc21	-5.5	-0.7
COc1ccc(Nc2ncnc3c2cnn3-c2ccc(C)cc2C)cc1OC	i	-0.8
O=C(Cn1cnc2sc3c(c2c1=O)CCCC3)N1CCC2(CC1)OCCO2	0.0	-7.6
O=C(O)c1ccc(Nc2ccc([N+](=O)[O-])cn2)cc1	7.0	0.0
CCc1ccc(N2C(=O)c3ccccc3NC2c2ccc3c(c2)OCO3)cc1 (centres undefined)	2.0	-1.6
S=c1sc2c(s1)SCC1(CS2)OCCO1	x	3.2
CS(=O)(=O)Nc1ccc(C2=NN(C(=O)c3ccc(F)cc3)C(c3cccs3)C2)cc1 (centres undefined)	16.0	0.6
CCOc1ccc(NC(=O)c2ccoc2C)cc1	9.2	-1.4
CSC1=NCN(CCCO)CN1	x	-3.3
O=C(COc1ccccc1[N+](=O)[O-])NCc1ccco1	1.0	0.5
COc1ccccc1N1CCN(Cc2ccc(Br)o2)CC1	0.5	84.8*
O=C(CC(=O)c1ccccc1Cl)c1ccccc1O	50.0*	-0.4
Cc1cc(-c2nn(C)c(=O)c3ccccc23)cc(C)c1OCC(=O)NNS(=O)(=O)c1cc(Cl)ccc1Cl	x	-2.0
O=C(Nc1ccc2c(c1)CCC2)N1CCc2nc3cc(-c4ccccc4)[nH]n3c(=O)c2C1	-4.1	0.0
O=C(NNc1c(Cl)cccc1Cl)c1csc(Cc2c(Cl)cccc2Cl)n1	x	-3.1
O=C(CN1C(=O)C2C3C=CC(C3)C2C1=O)Nc1ccc(I)cc1 (centres undefined)	0.2	-5.2
CCOc1ccc(-n2nc(C(=O)N3CCCC(C)C3)c3ccccc3c2=O)cc1 (centres undefined)	20.0	-0.9
O=C(NN1CCOCC1)c1cccc(Br)c1	3.0	-7.6
CN1CCN(C2CC(=O)N(c3cc(Cl)cc(Cl)c3)C2=O)CC1 (centres undefined)	4.1	-1.8

Fetched by structure from the entries so far, two records:
SMILES	mHTT-CaM PPI inh	Pf apPOL inh
O=C(CN1C(=O)C2C3C=CC(C3)C2C1=O)Nc1ccc(I)cc1 (centres undefined)	0.2	-5.2
CN1CCN(C2CC(=O)N(c3cc(Cl)cc(Cl)c3)C2=O)CC1 (centres undefined)	4.1	-1.8

Later entries
SMILES	mHTT-CaM PPI inh	Pf apPOL inh
Cc1cnc(C(=O)N2CCC(c3nnc(C(F)(F)F)o3)CC2)cn1	-11.6	-0.7
COc1cc(C)ccc1OCCCOc1ccccc1F	-56.8	-32.8
O=c1cc2oc3cc(O)c(-c4ccc(O)cc4O)cc3nc-2cc1-c1ccc(O)cc1O	100.3*	x
O=C(Cc1csc2nc(-c3ccc(Cl)cc3)cn12)NCc1ccco1	41.8	-33.1
NC(=O)c1cc2cc(Br)ccc2oc1=Nc1ccc(-c2ccccc2)cc1	-5.0	2.8
O=C(Nc1nnc(SCC(=O)N2CCc3ccccc32)s1)c1ccc([N+](=O)[O-])cc1	-5.2	-12.3
C[C@@H]1CCC(=O)N(C[C@@H](C)CSc2ccccc2)CC1	-3.9	-2.5
NC(=O)C1Cc2ccccc2N1C(=O)CSCc1ccccc1 (centres undefined)	0.2	-3.3
COCCNC(=O)N1CCC(c2cc(-c3ccccc3)n[nH]2)CC1	8.0	-0.6
Oc1ccc2ccccc2c1N=Nc1ccccc1OC(F)(F)F	x	-116.1
O=C(c1ccc2c(c1)OCO2)N1CCC2(CC1)NC(=O)N(Cc1ccccc1Cl)C2=O	6.2	-4.6
COc1cccc(C(=O)N2CCN(C(=O)COc3ccccc3)CC2)c1	-5.3	-0.2
CCN1C(=O)COc2ccc(-c3noc(-c4ccc(Cl)cc4)n3)cc21	-5.4	1.3
CC(C)N1CCN(C(=O)C2CCc3sc(C(=O)N(C)C)cc3C2)CC1 (centres undefined)	0.0	-3.5
O=C(NCC(O)Cc1ccccc1)c1c(F)cccc1F (centres undefined)	-15.1	-3.1
CC(C)CN1CCN(C(=O)c2ccc3nc(-c4ccccc4)cn3c2)CC1	7.9	-5.0
COc1ccccc1N(CC(=O)N1CCCC1)S(=O)(=O)c1ccc(C)cc1	0.9	-2.3
C=CCN1C(=O)CNC12CCN(C(=O)c1cccc(F)c1)CC2	4.8	-3.2
CCOc1ccc(C2CC(c3ccc(Cl)c(Cl)c3)Nc3nc(N)nn32)cc1 (centres undefined)	-7.2	7.5
COc1ccccc1CCC(=O)N1CCC(Cc2nc3cccnc3n2C(C)C)C1 (centres undefined)	11.2	-5.1
O=C1c2ccccc2C(=O)N1CCN1CCc2ccccc21	25.1	-7.5
O=C(NCc1ccccc1C(F)(F)F)c1cn2c(n1)COCC2	-16.8	-2.3
COc1ccc(N2CCN(c3cc(C(=O)N4CCC4)c4ccccc4n3)CC2)cc1	36.0	0.8
c1ccc2nc(SCc3ccon3)c(SCc3ccon3)nc2c1	-0.2	x
CN1CCCN(Cc2cccc(Br)c2)CC1	1.3	-4.0
COCCCNC(=O)CSc1nc2ccccc2c2nc(-c3ccc([N+](=O)[O-])cc3)nn12	-2.0	1.1
O=[N+]([O-])c1ccc(Nc2ccc(Cl)c(Cl)c2)nc1	-4.8	-1.3
CCOc1ccc2oc(=O)cc(-c3cc4cccc(OC)c4o3)c2c1	-5.1	-3.4
Cc1nc([N+](=O)[O-])c(Br)n1CC(=O)c1cccc([N+](=O)[O-])c1	-3.0	0.1
O=S(=O)(NCc1ccco1)c1ccc(Cl)c(Cl)c1	-14.1	-4.6&-2.7
Cn1c(C2CCN(C(=O)c3ccc(Cl)cc3)C2)nc2cccnc21 (centres undefined)	2.0	-4.8
FC(F)(F)c1cccc(Nc2nc(-c3ccncc3)nc3ccccc23)c1	4.0	-8.0
CN1C(=O)C2CCCCN2c2ccc(C(=O)NCc3ccccc3)cc21 (centres undefined)	-7.0	-5.3
O=C(NCc1ccccc1)C(O)c1ccccc1 (centres undefined)	-0.8	4.8
O=S1(=O)[C@H]2C[C@@H]3C=C[C@@]2(CN1Cc1ccccc1)O3	-0.1	-1.6
CN(C)N1C(=O)CC(n2cnc3ccccc32)C1=O (centres undefined)	-6.2	-2.2
CC1CCC2C(=O)N(CNc3cccc(Cl)c3)C(=O)C2C1 (centres undefined)	-10.0	-1.1
CCCN1CCN(C(=O)c2cc3cn(C(C)C)cc3s2)CC1	14.2	0.6
CC(C)(C)c1ccc(C(=O)N2CCC3(C2)NC(=O)N(Cc2ccccc2)C3=O)cc1 (centres undefined)	32.5	-5.6
CC(=O)n1c(/C=C2\N=C(c3ccc([N+](=O)[O-])cc3Cl)OC2=O)cc2ccccc21	12.0	-6.7
Cn1c(C2CCN(S(=O)(=O)c3ccc(F)c(Cl)c3)C2)nc2cccnc21 (centres undefined)	-0.5	-2.0
Cc1ccc(S(=O)(=O)NCCCN(C)C)c(C)c1F	x	-3.7
Cc1ccc(OCC(=O)Nc2ccc3c(c2)OCCO3)c(C)c1	-2.6	-5.1
Oc1ccc(O)c(C2CC3CCC2C3)c1 (centres undefined)	15.9	-5.2
CCOC(=O)N1CCc2nn(CC(=O)N3CCN(c4ccccc4)CC3)c(=O)cc2C1	17.8	-2.6
O=S(=O)(c1ccc2oc3ccccc3c2c1)N1CCCc2ccccc21	-46.5	x
Cc1c(C(=O)NCc2cccnc2)oc2ccc(S(=O)(=O)N3CCC(C)CC3)cc12	2.0	1.1
CCOC(=O)C1C(C(=O)OC)=C(c2ccc(F)cc2)c2ccccc2N1S(=O)(=O)C(F)(F)F (centres undefined)	-4.3	0.0
C=CCn1cnc2c(-c3ccc(OC)cc3)csc2c1=O	-20.7	-1.2
COc1ccc(N(C)C(=O)CS(=O)(=O)c2cccc3nsnc23)c(OC)c1	-5.0	-14.6
CC1CCC2(CC1)NC(=O)N(CC(=O)Nc1cccc(F)c1)C2=O (centres undefined)	-5.0	-2.3
CCCC[n+]1cc(-c2ccccc2)nc(N2CCCCC2)n1	0.0	-1.2
CC(=O)C(C=Nc1cc(Cl)cc(Cl)c1)=C(O)C(F)(F)F	x	-17.3
CCCC(=O)NC(c1cccs1)c1ccc2cccnc2c1O (centres undefined)	100.0*	-1.0&-3.7
CCOc1cccc2cc(-c3cc(=O)oc4cc(OC(=O)C5CC5)ccc34)c(=O)oc12	2.4	1.0
Cc1ccc(-c2csc3c(=O)n(CC(=O)N4CCCC4)cnc23)cc1	-10.8	-16.5
CCn1c(CC2CCN(C(=O)c3ccc4ncccc4c3)C2)nc2cccnc21 (centres undefined)	-1.0	-16.7
CC1CC(=O)Nc2cc(S(=O)(=O)N3CCC(N4CCCCC4)CC3)ccc2S1 (centres undefined)	-17.1	-2.0
Nc1cc(C2CCN(C(=O)Nc3cccc(Cl)c3F)CC2)no1	-9.0	3.3
Cc1n[nH]c(C)c1S(=O)(=O)N1CCC(C(=O)Nc2ccc(Br)cc2F)CC1	-2.0	-1.0
(continued)
SMILES	mHTT-CaM PPI inh	Pf apPOL inh
CC(C)Nc1nc(=O)[nH]c2ccccc12	-1.0	-1.1
Cc1nnc(NC(=O)CSc2nc(N)c(NC(=O)c3ccco3)c(=O)[nH]2)s1	-5.4	-6.1
Cc1ccccc1C(=O)NCCCc1ccccc1	-9.7	4.3
COc1cccc(-c2nc(C3CCN(C(=O)c4cccc(C(F)(F)F)c4)CC3)no2)c1	33.2	-2.1
O=C(O)CCC(=O)N1N=C(c2ccc(Br)cc2)CC1c1ccccc1Cl (centres undefined)	19.0	4.2
COc1cc2c(cc1OC)CN(CCC(=O)O)CC2	3.3	0.6
C=CCSc1nnc(-c2ccc(Br)cc2)o1	-38.3	-5.9
COc1ccc2oc(=Nc3cccc(C#N)c3)c(C(=O)Nc3ccccc3)cc2c1	4.0	-2.0
CCCCSc1oc(-c2ccco2)nc1S(=O)(=O)c1ccc(Cl)cc1	-8.0	4.1
O=C(Cn1c(=O)n(-c2ccc(F)cc2)c(=O)c2sccc21)NC1CCCC1	-3.0	0.5
COc1ccccc1C1CC(c2ccccc2F)=NN1C(=O)CN1CCCCC1 (centres undefined)	25.9	-3.2
C=CCNC(=O)c1cc2c(=O)n3ccccc3nc2n(CCc2ccccc2)c1=N	-1.0	21.8
CCC(C)NC(=O)c1ccc2ncnc(N3CCOCC3)c2c1 (centres undefined)	-8.4	1.1
O=C(NCCOc1ccc(F)cc1)C1CCN(Cc2nc3ccccc3[nH]2)CC1	-1.3	-6.9
O=C1OCC(=O)N(Cc2ccccc2Cl)C1c1ccc(F)cc1 (centres undefined)	3.0	-6.6

Whole records as entered above. Values in the order: mHTT-CaM PPI inh	Pf apPOL inh
O=C1OCC(=O)N(Cc2ccccc2Cl)C1c1ccc(F)cc1 (centres undefined) reads 3.0	-6.6
O=C(O)CCC(=O)N1N=C(c2ccc(Br)cc2)CC1c1ccccc1Cl (centres undefined) reads 19.0	4.2
O=C(NCCOc1ccc(F)cc1)C1CCN(Cc2nc3ccccc3[nH]2)CC1 reads -1.3	-6.9
C=CCNC(=O)c1cc2c(=O)n3ccccc3nc2n(CCc2ccccc2)c1=N reads -1.0	21.8

The listing continues.
SMILES	mHTT-CaM PPI inh	Pf apPOL inh
COc1ccc(NC(=O)C(=O)NCC2CCN(C)CC2)cc1Cl	-9.3	-9.8
CC(C)(C)NC(=O)N1CCC(CNC(=O)Cc2ccccc2Cl)CC1	-18.2	-3.3
C=CCn1c(=O)c(-c2nc3ccccc3c(=O)[nH]2)c(O)c2ccccc21	-4.4	-3.5
COc1cccc(C(C)NC(=O)c2c(C)noc2-c2cccc(F)c2)c1 (centres undefined)	-9.7	-4.0
COc1ncccc1CN(C)C(=O)C1CCC1	-6.1	5.6
Brc1ccc(CN2CCN(Cc3ccc4c(c3)OCO4)CC2)o1	5.8	5.9
FC(F)(F)c1c2c(nc3cc(-c4ccco4)nn13)CCC2	x	-9.9
CC(=O)N1CCN(c2cc(N3CCN(C)CC3)c(F)cc2[N+](=O)[O-])CC1	5.0	-2.9
Clc1ccc(-n2ncnc2-c2cccc(Br)c2)cc1	4.0	2.4
Clc1ccc(-c2nnnn2-c2cnccn2)cc1	x	-5.0

3 of the compounds above, with two lines to a compound:
Each structure is followed by: mHTT-CaM PPI inh | Pf apPOL inh
- COc1cccc(-c2nc(C3CCN(C(=O)c4cccc(C(F)(F)F)c4)CC3)no2)c1
  33.2 | -2.1
- S=c1sc2c(s1)SCC1(CS2)OCCO1
  x | 3.2
- C=CCn1c(=O)c(-c2nc3ccccc3c(=O)[nH]2)c(O)c2ccccc21
  -4.4 | -3.5

A portion of the library; rates above refer to the full screens.
